# Screening results from PubChem.
# E-sel TNF inh – blocks E-selectin expression induced by TNF alpha | 120,000 compounds, 0.71% hits | inhibition, % at 2 µM | HUVEC TNFa-induced E-selectin immunofluorescence, high content;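 active means inhibition above the batch mean plus 3 SD, and confirmed as a hit on visual image review, cut at about 43% in these data; inconclusive means passes the inhibition cutoff but fails visual image review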;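 further: 0% = TNF-stimulated DMSO wells and 100% = unstimulated control wells; not every result past the cut was called active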
# HCT116 bCat-KO – beta-catenin-lacking colon tumor cell growth suppression. HCT116 beta-catenin knockout viability, CellTiter-Glo, 60 h; stronger effect = lower value. viability, % at 10 µM. 140,000 compounds, 1.5% hits. AID 818;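 active means viability at or under a set limit, the compound median less 4 SD, cut at about 6% in these data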;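 further: 0% = Hyamine 1622 control at 20 µM and 100% = untreated cell control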
# NPY-Y2 antag – blocks the human neuropeptide Y Y2 receptor. NPY-Y2 expressing cells, antagonist mode. inhibition, % at 2.7 µM. AID 793. 140,000 compounds, 0.99% hits; in the data active means inhibition above about 17%;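 further: 0% = vehicle with agonist challenge and 100% = reference antagonist with challenge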
# Target sequence (P49146 whole entry, looked up): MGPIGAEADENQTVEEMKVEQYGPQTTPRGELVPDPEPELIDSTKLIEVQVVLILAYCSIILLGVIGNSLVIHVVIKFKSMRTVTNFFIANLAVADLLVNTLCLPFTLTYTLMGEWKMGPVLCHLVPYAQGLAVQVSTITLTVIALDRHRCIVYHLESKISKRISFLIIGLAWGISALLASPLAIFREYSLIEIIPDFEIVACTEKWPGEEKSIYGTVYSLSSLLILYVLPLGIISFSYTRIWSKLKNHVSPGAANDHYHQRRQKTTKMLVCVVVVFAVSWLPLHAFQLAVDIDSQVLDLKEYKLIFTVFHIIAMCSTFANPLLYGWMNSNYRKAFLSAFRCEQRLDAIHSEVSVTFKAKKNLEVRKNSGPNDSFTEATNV
# GALR2 antag – antagonists of human galanin receptor 2 (GALR2) | GALR2-expressing cells, antagonist mode | inhibition, % at 4 µM | 140,000 compounds, 0.39% hits; in the data active means inhibition above about 27%;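 further: cells stimulated with galanin 1-16 at roughly its EC80; 0% = agonist challenge control and 100% = basal control without agonist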
# Target sequence (O43603 whole entry, looked up): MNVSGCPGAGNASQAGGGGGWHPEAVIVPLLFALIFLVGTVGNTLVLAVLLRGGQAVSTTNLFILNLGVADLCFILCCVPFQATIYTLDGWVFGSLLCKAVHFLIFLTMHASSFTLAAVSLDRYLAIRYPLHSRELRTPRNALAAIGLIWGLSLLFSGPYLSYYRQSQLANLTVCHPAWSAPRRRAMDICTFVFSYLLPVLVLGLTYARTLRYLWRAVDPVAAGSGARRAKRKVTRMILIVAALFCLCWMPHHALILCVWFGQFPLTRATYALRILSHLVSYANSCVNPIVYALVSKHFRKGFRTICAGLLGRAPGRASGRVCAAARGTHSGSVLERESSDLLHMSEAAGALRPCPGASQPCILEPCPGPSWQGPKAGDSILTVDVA
# Yeast lifespan up – yeast lifespan extension; inhibition of the nicotinamide effect, % at 10 µM; 130,000 compounds, 0.68% hits; S. cerevisiae growth with nicotinamide, OD615; deaD strain in restrictive glucose medium;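 active means inhibition above a set limit, placed 3 SD over the median of all compounds, cut at about 26% in these data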;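 further: 0% = nicotinamide-treated wells and 100% = cells grown without nicotinamide; some compounds called inactive have numbers as strong as hits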
#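 assay system = DeaD-strain S. cerevisiae | buffer or medium = restrictive glucose medium | reagent = 1.5 mM nicotinamide | compound = 10 µM single point, 0.25% DMSO | incubation = 48 h compound exposure at 30 °C, humidified | signal = OD615 measurement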
# PTEN del growth – suppresses growth of cells with PTEN deletion; HCT116 PTEN-null viability, CellTiter-Glo, 60 h; stronger effect = lower value; AID 827; viability, % at 10 µM; 140,000 compounds, 1.2% hits;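 active means viability at or below a set limit, 4 SD under the median of all tested compounds, cut at about 3.7% in these data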;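 further: PTEN knockout HCT116 line with beta catenin targeted HCT116 as companion control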
# Phagocytosis inh – macrophage phagocytosis inhibition | J774A.1 macrophage IgG-bead phagocytosis, imaging | inhibition, % at 5 µM | 110,000 compounds, 0.07% hits;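 active means inhibition above the mean of the plate negative controls plus 5 SD, cut at about 13% in these data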;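 further: phagocytic index as fraction of beads internalized from green versus red external bead signal; plate controls were DMSO negative control for no effect and cytochalasin-D positive control for full effect; some results beyond the cut were filed as inactive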
# Measles CPE – protection of cells from measles virus. 140,000 compounds, 1.5% hits. protection (pct of control), % at 4 µM. Measles virus-infected cells, CPE protection, absorbance; in the data active means protection mostly above about 24%, no sharp cut-off; inactive means mostly below about 26%; further: some compounds called inactive have numbers as strong as hits
# MRP1 act – activators of MRP-1 | H69AR cells + doxorubicin, viability rescue, CellTiter-Glo | viability increase, % at 10 µM | 140,000 compounds, 0.61% hits;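 active means viability gain under doxorubicin at or above a set limit, the compound median plus 3 SD, cut at about 4.7% in these data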;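 further: MRP-1 overexpressing cells given doxorubicin 25 µM after compound pretreatment; 18-22 h compound pretreatment then 72 h with doxorubicin before readout; 0% = doxorubicin-only wells and 100% = vehicle-treated cells without doxorubicin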
# Yeast growth inh – yeast BB579 growth reduction in restrictive medium | S. cerevisiae BB579 growth, OD615, 48 h | inhibition, % at 10 µM | 140,000 compounds, 0.51% hits | AID 804;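 active means inhibition above a set limit, 3 SD over the mean compound inhibition, cut at about 44% in these data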; further: inactives centre near -24
#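 System: DeaD yeast strain BB579; buffer or medium: CSMM-D dextrose restrictive medium; technique: OD at 615 nm; schedule: 4 h cell preincubation, 48 h compound exposure, 30 °C humidified; doses: single 10 µM dose; controls: amphotericin B 10 µg/mL, positive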
# Starred values were filed as active, the others as inactive; ? = inconclusive; / = not tested or not shown; & = joins results of further samples. Compounds were not picked by outcome. Share with any hit: about 6.3%.
SMILES,E-sel TNF inh,HCT116 bCat-KO,NPY-Y2 antag,GALR2 antag,Yeast lifespan up,PTEN del growth,Phagocytosis inh,Measles CPE,MRP1 act,Yeast growth inh
Cc1nc(SCCCSc2n[nH]c(C)n2)n[nH]1,-8,97,1,-9,/,88,/,5,-2.3,11
COc1cccc(NC(=O)C(NCC(C)(C)CN(C)C)c2ccccc2)c1 (centres undefined),-7,88,3,-13,-9,90,0,46*,-2.1,-26
CCN1C(=O)N(CC)C2NC(=S)NC21 (centres undefined),22,92,-1,9,3,99,2,16,2.6,-33
O=C1CN=C(Nc2ccccc2Cl)N1Cc1ccc2c(c1)OCO2,9,92,-3,0,/,79,/,9,-1.5,-9
O=C(c1ccc(S(=O)(=O)N2CCOCC2)cc1)N(c1ccccc1)C1C=CS(=O)(=O)C1 (centres undefined),/,122,2,11,-14,104,0,18,-0.5,-30
CCOC(=O)c1c(C)n(C)c2cc(-c3cccc(C(F)(F)F)c3)c(O)cc12,2,99,2,6,-1,107,-2,7,-0.6,-65
O=C(NC1CCC(C(=O)O)CC1)OCc1ccccc1 (centres undefined),4&-12,110&86,1&0,-2&-10,-2&-14,97&85,-3,3&5,1.2&-1.7,-54&-6
CCCCn1nc2cc(C(=O)NCc3ccco3)ccc2c1OCC,-8,89,0,-2,-6,87,/,5,-3.1,-32
CC1(C)Cc2c(sc3c2c(=N)n(Cc2ccco2)c(=O)n3CC(=O)Nc2cccc(Cl)c2)CO1,-7,72,4,5,-4,70,0,14,1.1,-43
COc1ccc(CNC(=O)CCCc2ccccc2)cc1,4,99,3,-8,-2,95,8,31*,0.9,-9
COc1ccc(/C=N/NC(=O)c2nn(-c3ccccc3)c(=O)c3c(N)scc23)cc1,12,50,0,6,-21,36,1,51*,-2.9,-22
COc1ccc(Br)cc1S(=O)(=O)n1ccnc1C,-17,95,5,7,-3,91,7,15,-1.8,17
CCOc1c2ccc(C(=O)NCc3ccc4c(c3)OCO4)cc2nn1C,/,102,2,-5,-7,113,-1,6,0.5,-45
Cc1n[nH]c(C)c1S(=O)(=O)N1CCCC(C(=O)NC2CCCc3ccccc32)C1 (centres undefined),-7,76,3,13,-4,90,0,16,-3.1,-29
CCC(NC(=S)NCc1ccccc1)C(=O)O (centres undefined),9,94,1,1,-6,94,0,0,-0.3,11
O=C(Nc1cnn(Cc2ccc(F)cc2)c1)c1cc(-c2cccs2)on1,/,89,3,-1,-5,92,-1,7,-1.9,-45
CCN(CC)C(=O)Cn1cnc2sc(C(=O)Nc3cc(OC)c(OC)c(OC)c3)c(C)c2c1=O,5,78,1,-10,-11,83,2,2,-0.9,-15
C=CCn1c(SCC(=O)Nc2ccccc2)nnc1-c1cccc(S(=O)(=O)N2CCOCC2)c1,10,87,-2,6,-11,99,0,16,-1.0,-20
Fc1cnc(N2CCc3ccccc32)nc1N1CCc2ccccc21,-4,38,1,15,-8,16,0,17,-1.0,-25
CC1CCCCC1NC(=S)NC(=O)c1ccccc1Br (centres undefined),/,86,1,2,4,89,-15,7,-1.3,-17
CC(C)OP(=O)(c1ccccc1)c1ccccc1,/,93,3,-9,-4,91,/,12,-1.9,-21
CCOC(=O)c1sc(N(Cc2ccccc2)C(=O)COC(=O)c2ccccc2O)nc1C,-5,89,13,-9,-6,94,1,5,4.3,-7
Oc1c(Cl)cc(Cl)cc1CNc1ccc(Br)cn1,10,83,6,-14,-8,91,0,26,1.1,-44
CCOC(=O)c1sc(=S)n(-c2cccc(C(F)(F)F)c2)c1SC,1,94,2,11,49,93,/,7,-1.9,-31
C/C(=N\N1CCN(C2c3ccccc3-c3ccccc32)CC1)c1ccco1,0,102,2,-9,0,95,-2,12,-0.6,-27

# Carrying on:
SMILES,E-sel TNF inh,HCT116 bCat-KO,NPY-Y2 antag,GALR2 antag,Yeast lifespan up,PTEN del growth,Phagocytosis inh,Measles CPE,MRP1 act,Yeast growth inh
CCOc1ccc2nc(N/C(N)=N/C(=S)Nc3ccc(C)c(C)c3)nc(C)c2c1,/,75,4,0,1,63,/,4,-1.4,-45
CC(C)CCSc1nc2c(c(=O)[nH]c(=O)n2C)n1CCc1ccccc1,1,51,-1,7,-1,46,/,33,-1.2,-41
Cc1cccc(N(C)S(=O)(=O)c2ccc3[nH]c(=O)c(=O)[nH]c3c2)c1,-4,106,-2,-12,-18,103,/,7,-2.0,9
COc1cc(NS(=O)(=O)c2ccc(NC(=O)C34CC5CC(CC(C5)C3)C4)cc2)ncn1,18,79,1,-1,-18,74,-2,3,-3.0,-45
OCCN1CCN(C2Cc3cc(Cl)ccc3Sc3ccc(Cl)cc32)CC1 (centres undefined) (tested in a mixture with another compound),3,33,7,11,/,44,/,8,-8.0,-1
CCCN1CNC(=S)N(c2cc(C)ccc2C)C1,-6,79,1,-1,/,96,/,34*,-3.0,3
CCOC(=O)C1CCCN(c2c(Nc3cc(C)cc(C)c3)c(=O)c2=O)C1 (centres undefined),-5,98,6,4,-7,83,0,3,-1.1,4
Cc1ccc(-c2nn(-c3ccccc3)cc2C(=O)OCC(=O)Nc2ncc(Cl)cc2Cl)cc1,/,83,-1,2,8,99,-9,22,1.0,-24
COc1ccc(/C=N/NC(=O)c2ccc(CSc3nc(C)cc(C)n3)cc2)cc1O,/,80,2,0,-6,84,-14,6,0.6,-24
CC(C)N1C(=O)/C(=C/c2nc3ccccc3c(=O)n2-c2ccccc2)c2ccccc21,-3,2.5*,-1,2,33,2.1*,-1,4,-8.0,-59
CCOC(=O)N1CCN(C(=O)C2CCN(S(=O)(=O)c3ccc(Cl)cc3)CC2)CC1,3,96,2,-8,-10,85,0,9,-1.5,-23
C=CCOc1ccc(CNC(C)(C)CO)cc1OCC,-20,93,1,-8,-7,81,/,3,0.5,19
CCOC(=O)C1=C(C)NC(SCc2cc(=O)[nH][nH]2)=C(C#N)C1c1cccs1 (centres undefined),4,107,1,-1,-12,96,-4,3,-3.2,-33
CCOC(=O)C1=C(Nc2ccccc2)OCC1=O,21,109,1,4,-7,96,1,3,-0.7,-25
O=C(Cc1cccs1)Nc1nnc(SCc2ccc(F)cc2)s1,-13,94,1,-2,-9,95,0,1,-2.1,-6
O=C(CCS(=O)(=O)c1ccc(Br)cc1)N1CCN(c2ccccc2F)CC1,-57,82,4,9,17,89,-2,10,-1.7,-23
CC(=O)Nc1ccc(S(=O)(=O)N2CCN(c3ccc([N+](=O)[O-])c(NCCN4CCOCC4)c3)CC2)cc1,-3,87,9,-2,-5,82,-7,23,-0.7,-7
CCOC(=O)C1=C(C)N(Cc2ccccc2)C(=O)NC1c1ccc(OC)cc1 (centres undefined),0,91,1,5,-20,90,/,19,-1.9,-55
Cc1[nH]c2ccccc2c1C(=O)CSC(=S)N(C)C1CCCCC1,/,77,-4,-6,-3,86,-5,4,0.1,-36
C/C(=N\NC(=O)COc1ccc(C)cc1C(C)C)c1cc2ccccc2o1,8,83,9,8,-3,80,-7,4,1.6,-18
CC12CCC(C(=O)NCc3ccc4c(c3)OCO4)(CC1=O)C2(C)C (centres undefined),-10,82,1,-17,-6,86,-1,21,-3.5,-30
OCCOCCNc1ncnc2c1cnn2-c1ccc(Cl)cc1,40,98,0,-14,0,97,/,26,-3.5,-10
CCOc1ccccc1NC(=O)C1CCCN1C(=O)OCc1ccccc1 (centres undefined),21,91,2,11,-4,90,1,0,-2.9,23
COc1ccc(-c2nc(C)sc2CC(=O)O)cc1,-2,96,5,-2,-1,93,/,11,-0.8,-30
Cc1ccc(NS(=O)(=O)c2ccc(Cl)c(NC(=S)NC(=O)C3CCCCC3)c2)cc1Cl,/,39,6,-5,4,11,-9,36,-3.7,-23

# (next part)
SMILES,E-sel TNF inh,HCT116 bCat-KO,NPY-Y2 antag,GALR2 antag,Yeast lifespan up,PTEN del growth,Phagocytosis inh,Measles CPE,MRP1 act,Yeast growth inh
Cc1cc(NC(=O)C2CC=CCC2C(=O)O)no1 (centres undefined),-10,96,0,11,-13,90,0,5,-1.6,-7
COc1ccccc1OCC(=O)NNC(=O)c1cccs1,1,94,8,1,33*,96,-3,6,-2.0,-39
COC(=O)CC1(c2ccccc2)C(=O)c2ccccc2C1=O,1,103,0,-10,-7,90,0,3,-1.1,-45
CC(=O)NC1(c2cccc(F)c2)CCN(CC(=O)NC2CCCCC2)CC1,/,96,2,-3,-4,104,/,14,-0.1,-20
Cn1c(-n2c(CCCN3C(=O)c4ccccc4C3=O)nc3ccccc3c2=O)nc2ccccc21,10,93,-1,5,-10,103,0,29,-1.0,-22
Cn1cccc1CNC(=O)Nc1ccccc1,8,96,2,-5,-15,113,1,1,0.9,-39
CC(C)NC(=O)COC(=O)CNC(=O)c1cc(Cl)cc([N+](=O)[O-])c1,/,92,5,17,3,105,-8,13,-0.1,-31
COc1cc(C)c(C(C)C)cc1S(=O)(=O)N1CCOCC1,/,97,0,8,-4,102,-1,4,-3.4,-46
COCCCNC(=O)CCCn1c(=O)c2ccccc2n(CC(=O)Nc2c(C)cccc2C)c1=O,?,100,3,-4,-5,98,-1,10,0.2,-47
COc1ccc(S(=O)(=O)Cc2ccc(C(=O)N3CCOCC3)o2)cc1,95*,83,1,-12,-4,95,2,1,-3.7,-12
COc1ccccc1N1C(=O)C2CC(C)=C(C)CC2C1=O (centres undefined),/,83,1,3,-8,95,0,4,-1.1,-55
Cc1sc2nc(CN3CCCC3)nc(Cl)c2c1C,57,16,9,10,-3,53,-6,2,-3.6,-40
CCOc1ccc(S(=O)(=O)N(C)C)cc1-c1nc2c(C(C)(C)C)nn(C)c2c(=O)[nH]1,-9,92,-1,-5,-5,102,0,30,-3.7,-36
CCN1C(=O)c2ccccc2S(=O)c2ccc(C(=O)N3CCCC3)cc21 (centres undefined),-14,96,10,13,-3,92,0,0,-0.7,-47
Cc1nc(N2CCN(Cc3ccc4c(c3)OCO4)CC2)nc2c1C(=O)CC(c1ccco1)C2 (centres undefined),-3,43,7,4,-10,54,0,6,2.4,-31
CC(C)Sc1nc2c(c(=O)n1C)SC(C)C2 (centres undefined),-53,104,1,5,-7,101,-1,2,0.4,-31
CC1CCN(C(=S)NCCc2ccccc2)CC1,-5,88,9,-25,-8,97,-1,2,0.6,2
CCOn1c(=O)c(-c2cc3ccccc3o2)[n+]([O-])c2ccccc21,0,92,0,1,20,97,-1,17,-1.2,-55
COc1ccc(Br)cc1C1SCCN1S(C)(=O)=O (centres undefined),/,104,4,-9,-8,91,-1,2,-0.6,-39
O=C(/C=C/Nc1ccccc1OC(F)(F)F)C(F)(F)F,28,90,1,-1,-11,101,/,5,0.2,-36
COc1ccc(Cl)cc1NC(=O)c1cnc2sccn2c1=O,8,97,1,-10,-17,83,0,5,-1.1,-52

# Quoted from the results shown, 2 compounds:
SMILES,E-sel TNF inh,HCT116 bCat-KO,NPY-Y2 antag,GALR2 antag,Yeast lifespan up,PTEN del growth,Phagocytosis inh,Measles CPE,MRP1 act,Yeast growth inh
O=C(/C=C/Nc1ccccc1OC(F)(F)F)C(F)(F)F,28,90,1,-1,-11,101,/,5,0.2,-36
COc1ccc(Cl)cc1NC(=O)c1cnc2sccn2c1=O,8,97,1,-10,-17,83,0,5,-1.1,-52
